MLLE-PAM2 inh: blocks PAM2 peptide binding to the PABP1 MLLE domain; P11940; GST-MLLE / FITC-PAM2 fluorescence polarization; inhibition, % at 20 µM; actives 0.36% (n = 360,000); AID 588489; in the data active means inhibition above about 35%, passing the limit was not always enough;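 further: plate controls were DMSO wells with GST-MLLE for no effect and wells lacking GST-MLLE protein for full effect; some results filed as inactive read as strong as hits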
CSN deneddyl inh: inhibitors of human CSN-mediated cullin deneddylation; Purified CSN, SCF-Nedd8-OG deneddylation, fluorescence polarization; inhibition, % at 12.5 µM; actives 0.38% (n = 360,000);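 active means pattern-corrected inhibition above about 35%, with an unprinted fluorescence ratio check between 0.5 and 1.5, limit read from the data, passing the limit was not always enough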;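 further: 0% = enzyme with substrate and 100% = substrate without enzyme; some results filed as inactive read as strong as hits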
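Assay system: HEK293T-derived human Csn5 enzyme; quantity: 0.24 nM enzyme; medium: Tris/NaCl/DTT buffer, pH 7.5; also added: substrate SCFSkp2-Nedd8OG, 10 nM; doses: 12.5 µM compound; schedule: 90 min reaction at room temperature; signal: FP; read-out: % inhibition of substrate cleavage by Csn5; benchmarks: substrate-only high control, full reaction low control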
Rin1 Abl inh: human Rin1-Abl interaction inhibition | P00519+Q13671 | TR-FRET Rin1/Abl binding, biochemical | inhibition, % at 7.35 µM | actives 0.4% (n = 360,000); in the data active means inhibition above about 5%, passing the limit was not always enough
MT1-MMP act inh: inhibitors of human MT1-MMP activation | P50281 | HT1080 RFP-PRO-GFP cells, GFP/RFP ratio fluorescence, overnight; percent of plate control window, DMSO zero | GFP/RFP ratio change, % at 20 µM | actives 0.061% (n = 360,000);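 active means GFP/RFP ratio change of at least 30% with cell ATP level not reduced by more than half and red fluorescence within 50% of control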; further: strong numbers were not always called active
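system = RFP-PRO-GFP reporter HT1080 cells | dosing = 20 µM single dose, 1% DMSO | timing = overnight cell settling, then overnight compound exposure, 37 °C, 5% CO2 | read-out basis = GFP/RFP fluorescence ratio | controls = DMSO and RFP-L50D-GFP cell wells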
eLon inh: inhibitors of E. coli Lon protease | P0A9M0 | purified E. coli Lon protease, fluorescence polarization | inhibition, % at 7.94 µM | actives 0.42% (n = 360,000) | AID 602123; in the data active means inhibition above about 13%, passing the limit was not always enough;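 further: 0% = enzyme with probe and DMSO and 100% = no enzyme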
FAS TE block: FAS thioesterase (human) inhibition; recombinant FAS-TE, OMFH fluorogenic substrate, fluorescence endpoint; inhibition, % at 15 µM; actives 0.67% (n = 360,000); AID 602261;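 active means compounds whose normalised, plate-corrected inhibition of enzyme fluorescence in the single-dose primary screen is 50% or more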;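 further: 0% = DMSO with enzyme and 100% = substrate without enzyme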
MsrA inh: inhibits bovine methionine sulfoxide reductase A; purified bovine MsrA, absorbance read-out; inhibition, % at 15.5 µM; actives 0.75% (n = 360,000); AID 651718; in the data active means inhibition above about 4.5%;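 further: 0% = vehicle wells with enzyme and 100% = reference inhibitor wells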
bovine MsrA act: activates bovine MsrA enzyme; purified bovine MsrA, absorbance read-out; activation, % at 10.6 µM; actives 0.3% (n = 360,000); AID 602163; in the data active means activation above about 7.5%;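 further: 0% = vehicle and 100% = reference activator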
Rpn11 inh: inhibitors of human proteasome Rpn11; AID 588493; human 26S proteasome, Ub4-pepOG fluorescence polarization; 20S core pre-blocked with epoxomicin; actives 0.59% (n = 360,000); calls only at 20 µM; O00487;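 active means inhibition at 20 µM, scaled to each plate's controls, above about 33%, limit read from the data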
Active calls of the source: *; i = inactive; . = no result given.

SMILES	MLLE-PAM2 inh	CSN deneddyl inh	Rin1 Abl inh	MT1-MMP act inh	eLon inh	FAS TE block	MsrA inh	bovine MsrA act	Rpn11 inh
COc1ccc(CN2CCN(CCc3ccccc3)C(CCO)C2)c(Cl)c1OC (stereo not given)	3	-3	2	2	-11	-4	-0.7	1	i
Cc1cn([C@H]2C[C@H](O)[C@@H](CNC(=O)[C@H](N)Cc3cscn3)O2)c(=O)[nH]c1=O	-11	-5	0	2	8	-7	0.8	-6	i
CCS(=O)(=O)N1CCCC(c2nc(-c3cccc(OC)c3)no2)C1 (stereo not given)	-3	-2	0	0	2	3	-1.3	-4	i
COc1ccc(-c2nc(SCC(=O)Nc3cc(C)on3)n[nH]2)cc1	-23	3	2	1	-5	-8	.	-4	i
Cc1ccc(S(=O)(=O)N2CCC3(CC2)OCCO3)cc1	-11	-2	2	3	2	-1	0.0	-5	i
Cc1ccccc1-c1ccc(Nc2ccc(N3CCOCC3)cc2)nn1	-29	6	-1	6	-12	-10	.	-5	i
CCOc1ccc2c(C)nc(NC3=NC(C)(C)C=C(C)N3)nc2c1	-19	8	-1	-19	-10	-20	0.4	-9	i
Cc1ccc(C2CC(=O)Nc3sc(C(N)=O)c(N)c32)cc1 (stereo not given)	-2	-1	1	-3	3	-5	1.1	-3	i
CC(=O)c1ccc(N2CCN(C(=O)CCCn3c(=O)[nH]c4ccccc4c3=O)CC2)cc1	11	-1	-3	11	-6	-2	3.0	-4	i
CN(CC(N)=O)S(=O)(=O)c1ccc(F)cc1	4	-2	-2	-1	-10	-3	-1.3	-2	i
O=C(CCc1nc(-c2ccccc2F)no1)NCc1ccco1	1	-4	-2	1	-5	-8	-0.7	-5	i
Cc1ccc(C(=O)CNc2cccc([N+](=O)[O-])c2)cc1	41*	-3	-5	2	-12	12	0.3	-1	i
O=C(COC(=O)c1ccc(C(F)(F)F)cc1)NC(=O)NC1CCCC1	1	-2	7	-1	1	-2	-0.9	-4	i
CC(=O)N1CCc2cc(S(=O)(=O)CCC(=O)NCc3ccc4c(c3)OCO4)ccc21	2	7	2	6	0	-4	-0.4	-4	i
O=[N+]([O-])c1ccc2c(c1)[nH]c(=S)n2-c1ccccc1	-31	0	1	-3	4	14	0.5	-13	i
Cc1c(-c2ccccc2)sc(Br)c1C(=O)N1CCOCC1	10	1	-3	0	-4	-1	-1.5	-1	i
COc1cc(NC(=O)C23CC4CC(C2)CC(n2cnc([N+](=O)[O-])n2)(C4)C3)cc(OC)c1	-1	3	-1	-1	-5	-1	-0.4	-3	i
O=C(OC1CCOC1=O)c1cncc(Br)c1 (stereo not given)	12	-3	-2	4	-4	-15	-0.7	-8	i
CC(=O)N1CCN(c2ccccc2NC(=O)c2cc(Br)ccc2Cl)CC1	0	0	-2	-8	-7	8	-0.5	-2	i
CN(Cc1cccs1)C(=O)c1ccc(S(=O)(=O)N2CCCCC2)cc1	13	-2	-2	-1	1	-4	0.6	-10	i
CC(C)NC(=O)c1sc2c(c1C(=O)Nc1cccnc1)CCCC2	7	2	5	-4	17	2	1.2	-12	i
Cc1ccc(/C=N/NC(=O)c2nnn(-c3nonc3N)c2CSc2ccccc2)cc1	11	3	-1	5	-4	-2	0.5	-4	i
O=c1[nH][nH]c2c1[C@H](C1CCCC1)O[C@H](CCc1ccccc1)C2	.	5	.	1	9	-44	0.8	0	.
CCN(Cc1cc(=O)n2cc(Cl)c(C)c(Cl)c2n1)Cc1nc2ccccc2c(=O)[nH]1	-29	3	-3	-4	4	1	-0.2	-3	i
Cc1ccc2nc(-c3ccc(Cl)cc3)c(CC3CCCCC3)n2c1	3	8	4	-11	-30	8	0.2	6	i
O=C(Nc1ccc(Cl)cc1)N(CCCN1CCOCC1)Cc1cccs1	-3	3	1	-2	-3	-3	-0.3	-3	i
O=C1N(Cc2ccc3c(c2)OCO3)c2ccccc2C1(O)c1c[nH]c2ccccc12 (stereo not given)	-18	0	5	0	-4	10	1.5	-3	i
O=C(NCCc1ccccc1)c1ccc(OCCOc2ccccc2)cc1	0	1	-2	4	9	-7	.	-3	i
COc1ccc(N2CCN(CCCNC(=O)Cn3c(=O)c4cccn4c4cccnc43)CC2)cc1	-10	2	6	-3	-8	-13	1.9	-1	i
Cc1ccc(C(=O)NCCNS(C)(=O)=O)cc1	1	2	1	1	-2	-6	2.8	-2	i
CC(NC(=O)c1ccc(NC2=NC3CS(=O)(=O)CC3S2)cc1)c1ccccc1 (stereo not given)	-95	-3	4	3	-5	-1	-0.3	-3	i
Cc1cc(C)nc(N/N=C/c2ccc3c(c2)OCCO3)n1	9	-2	2	-4	-3	-2	3.1	-6	i
CCCC(=O)Nc1cccc(-c2cn3ccsc3n2)c1	1	2	-1	2	7	-4	-0.2	0	i
NC(=O)CCCn1c(C(=O)c2cc(Cl)c(N)c(Cl)c2)c2ccc([N+](=O)[O-])cc2[n+]1[O-]	-1	5	-5	-3	0	-7	1.9	-2	i
COc1ccc(NC(=O)c2cc(S(=O)(=O)N3CCCC3)ccc2C)cn1	16	-6	3	-2	9	-4	-0.9	-2	i
CC1=C(C(=O)OCC2CCCO2)C(c2ccc(F)cc2)NC(=O)N1 (stereo not given)	6	-15	6	10	-8	-5	2.1	-4	i
CCn1cc(Cl)c(C(=O)Nc2ccc3c(c2)OCCO3)n1	9	2	-5	-1	-1	-8	-0.6	-1	i
CCc1ccc(NC(=S)N(CCCN2CCOCC2)Cc2ccco2)cc1	-79	0	4	4	-1	0	0.7	-4	i
CC(=O)N1CCC(C(=O)Nc2nc(-c3ccccc3)ns2)CC1	-5	-5	-1	4	1	-5	0.1	-3	i
CCOc1ccc(NC(=O)C2CCCN(C(=O)NCc3ccccc3)C2)cc1 (stereo not given)	9	-1	2	3	3	0	0.9	-2	i
NC(c1csc(Nc2ncccn2)n1)c1ccccc1Cl (stereo not given)	-2	2	-1	-10	8	-10	0.3	0	i
O=C(Nc1ccc(-c2cn3ccsc3n2)cc1)C1COc2ccccc2O1 (stereo not given)	1	-1	-4	0	-4	10	-0.9	-1	i
Cc1ccc(C)c(NC(=O)CCN2C(=O)C3CC=CCC3C2=O)c1 (stereo not given)	-2	0	2	1	9	-9	2.5	-3	i
COc1ccccc1NS(=O)(=O)c1ccc(-c2cc(C)no2)s1	-3	-4	4	-6	9	6	0.6	-5	i
O=C(Cc1ccccc1)NC1CCN(C(=O)c2ccc([N+](=O)[O-])cc2)CC1	-19	-4	0	-1	-3	-2	0.0	-2	i
Cc1cc(Cn2nc(C(=O)NCc3cccc(C(F)(F)F)c3)cc2-c2ccccc2)on1	-9	5	-2	2	8	26	-0.5	-3	i
CN1C(=O)c2ccc(N(C)C)cc2C1=O	0	2	-7	.	9	-12	1.5	-12	i
Cc1csc(=O)n1CC(=O)OCc1nnc(-c2ccc([N+](=O)[O-])cc2)o1	0	-3	1	1	-9	-5	0.9	0	i
C=CCSc1nnc(-c2c[nH]c3ccccc23)n1CC	-7	-2	0	1	3	-6	0.3	2	i
Cc1c(/C(O)=C2\C(=O)C(=O)N(CCCN(C)C)C2c2cccs2)cnn1-c1ccccc1 (stereo not given)	-2	6	-1	4	-10	-3	1.6	-3	i
COc1ccc(CNC(=O)[C@H](C)NC(=O)C2CCN(S(=O)(=O)c3ccc(C)cc3)CC2)cc1	1	-2	-2	1	5	-6	-1.1	-2	i
Cc1cccc(NC(=O)COc2ccccc2)c1	5	3	1	-1	4	-4	0.3	-2	i
CC(C)c1ccc(S(=O)(=O)N2CCN(CC(=O)Nc3ccc(Cl)cc3F)CC2)cc1	7	-6	1	-9	4	27	1.3	-2	i
Cc1cccc2sc(N(CCCN(C)C)C(=O)c3ccc4ncsc4c3)nc12	3	3	0	-2	-2	-10	-0.1	0	i
COc1ccccc1CNC(=O)c1nccnc1CO	-6	-4	-1	-3	1	-8	0.1	3	i
COc1ccccc1NC(=O)COC(=O)c1oc2ccccc2c1C	-5	-1	1	-1	-11	16	-1.0	-4	i
Cc1cc(OCC(=O)Nc2cccc(S(=O)(=O)N3CCCC3)c2)ccc1Cl	-2	1	2	11	-4	17	1.0	-4	i
COCCOC(=O)C1=C(C)NC(=O)NC1c1cccs1 (stereo not given)	3	-6	-4	.	-1	-1	-1.0	2	i
CCCCCCN1CC(O)=C(c2nc3ccccc3[nH]2)C1=N	8	4	1	5	10	-5	-0.3	-14	i
CC(C)C(c1nnnn1C(C)(C)C)N1CCN(c2cccc(Cl)c2)CC1 (stereo not given)	4	-2	-2	-4	0	24	-0.1	-1	i

Rewritten in markdown: 4 of the compounds above.
| compound | MLLE-PAM2 inh | CSN deneddyl inh | Rin1 Abl inh | MT1-MMP act inh | eLon inh | FAS TE block | MsrA inh | bovine MsrA act | Rpn11 inh |
| --- | --- | --- | --- | --- | --- | --- | --- | --- | --- |
| COc1ccccc1CNC(=O)c1nccnc1CO | -6 | -4 | -1 | -3 | 1 | -8 | 0.1 | 3 | i |
| COc1ccccc1NC(=O)COC(=O)c1oc2ccccc2c1C | -5 | -1 | 1 | -1 | -11 | 16 | -1.0 | -4 | i |
| Cc1cc(OCC(=O)Nc2cccc(S(=O)(=O)N3CCCC3)c2)ccc1Cl | -2 | 1 | 2 | 11 | -4 | 17 | 1.0 | -4 | i |
| COCCOC(=O)C1=C(C)NC(=O)NC1c1cccs1 (stereo not given) | 3 | -6 | -4 | . | -1 | -1 | -1.0 | 2 | i |

(more compounds)
SMILES	MLLE-PAM2 inh	CSN deneddyl inh	Rin1 Abl inh	MT1-MMP act inh	eLon inh	FAS TE block	MsrA inh	bovine MsrA act	Rpn11 inh
Cc1ccc(C)c(S(=O)(=O)N2CCN(C(=O)CSc3ccccc3F)CC2)c1	4	1	-1	-3	1	9	-0.7	-4	i
CN1C(=O)NC(c2ccccc2[N+](=O)[O-])C2=C1CC(C)(C)CC2=O (stereo not given)	5	-3	2	3	-3	-5	-1.0	-2	i
CC(=O)N(C)c1ccc(NC(=S)Nc2cccc3ccccc23)cc1	23	19	-2	0	7	-1	-1.2	-3	i
CCOC(=O)C1=C(CSc2nc(-c3ccccc3)ccc2C#N)OC(N)=C(C#N)C1c1ccc(OC)cc1 (stereo not given)	-32	20	-1	-42	-47	12	1.4	-2	.
CCCc1c(C(=O)OCC)[nH]c2c1C(=O)CCC2	4	-2	3	2	9	-3	-0.4	-10	i
CC(CNC(=O)C1CCCCC1)NC(=O)C1CCCCC1 (stereo not given)	0	3	8	1	-4	0	0.7	-2	i
Cc1ccc2c(c1)cc(C(=O)N1CCN(c3ccccn3)CC1)n2C	7	4	-3	1	-1	3	-0.8	-4	i
Cc1ccc(Cn2c(=N)c(C(=O)NC3CCCCC3)cc3c(=O)n4ccccc4nc32)cc1	-8	6	4	-4	-7	14	1.9	-2	i
COc1ccc(NS(=O)(=O)c2cc(NC(=O)/C=C/c3cc(OC)ccc3OC)ccc2N2CCCCC2)cc1	-8	-3	3	1	-6	44	0.1	0	i
COc1ccc(OC)c(S(=O)(=O)NC2CC(=O)N(c3ccc(C)c(C)c3)C2)c1 (stereo not given)	7	0	1	1	6	-1	-2.0	-2	i
COc1ccc2nc(NC(=O)CSc3nnnn3C)sc2c1	-9	0	-1	2	4	-9	1.8	-13	i
COC(=O)CSC1=NS(=O)(=O)c2ccccc21	32	-1	2	2	-8	-1	.	-5	i
Cc1ccc(/C=C2\SC(=S)N(CCC(=O)N3CCOCC3)C2=O)cc1	-7	1	3	1	-12	-7	0.3	-4	i
O=S(=O)(c1ccc(NC(=S)NN=C(C2CC2)C2CC2)cc1)N1CCOCC1	9	2	0	-1	5	-7	-0.3	0	i
